Screening results: PubChem BioAssay, several laboratories
hcDAF12 agonist: activators of H. contortus DAF-12 nuclear receptor. HEK293 hcDAF-12 lit1-tk-luc reporter, luminescence; 0% DMSO, 100% Δ7-dafachronic acid. activation, % at 6.8 µM. 370,000 compounds, 1.4% hits. AID 652067;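 active means activation above the mean of all tested compounds plus 3 SD, cut at about 5.5% in these data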;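 further: 100% = response to 3 µM Δ7-dafachronic acid high control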
ssDAF-12 act: activates DAF-12 receptor from parasite S. stercoralis; HEK293 ssDAF-12/GRIP1 lit1-tk-luc reporter, luminescence; % of 3 µM dafachronic acid response; activation, % at 6.8 µM; 370,000 compounds, 1% hits; AID 652126;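 active means activation above the mean over all tested compounds plus 3 SD, cut at about 0.9% in these data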;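 further: 0% = DMSO-only wells and 100% = 3 µM delta7-dafachronic acid wells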
GC-A act: GC-A (human) enzyme activation | AID 1671463 | activation, % at 10 µM | 370,000 compounds, 0.14% hits | HEK293 GC-A cells, cGMP TR-FRET, EC30 ANP; 0% at EC30 ANP, 100% saturating ANP; in the data active means activation above about 40%
Target sequence (P16066 whole entry, looked up): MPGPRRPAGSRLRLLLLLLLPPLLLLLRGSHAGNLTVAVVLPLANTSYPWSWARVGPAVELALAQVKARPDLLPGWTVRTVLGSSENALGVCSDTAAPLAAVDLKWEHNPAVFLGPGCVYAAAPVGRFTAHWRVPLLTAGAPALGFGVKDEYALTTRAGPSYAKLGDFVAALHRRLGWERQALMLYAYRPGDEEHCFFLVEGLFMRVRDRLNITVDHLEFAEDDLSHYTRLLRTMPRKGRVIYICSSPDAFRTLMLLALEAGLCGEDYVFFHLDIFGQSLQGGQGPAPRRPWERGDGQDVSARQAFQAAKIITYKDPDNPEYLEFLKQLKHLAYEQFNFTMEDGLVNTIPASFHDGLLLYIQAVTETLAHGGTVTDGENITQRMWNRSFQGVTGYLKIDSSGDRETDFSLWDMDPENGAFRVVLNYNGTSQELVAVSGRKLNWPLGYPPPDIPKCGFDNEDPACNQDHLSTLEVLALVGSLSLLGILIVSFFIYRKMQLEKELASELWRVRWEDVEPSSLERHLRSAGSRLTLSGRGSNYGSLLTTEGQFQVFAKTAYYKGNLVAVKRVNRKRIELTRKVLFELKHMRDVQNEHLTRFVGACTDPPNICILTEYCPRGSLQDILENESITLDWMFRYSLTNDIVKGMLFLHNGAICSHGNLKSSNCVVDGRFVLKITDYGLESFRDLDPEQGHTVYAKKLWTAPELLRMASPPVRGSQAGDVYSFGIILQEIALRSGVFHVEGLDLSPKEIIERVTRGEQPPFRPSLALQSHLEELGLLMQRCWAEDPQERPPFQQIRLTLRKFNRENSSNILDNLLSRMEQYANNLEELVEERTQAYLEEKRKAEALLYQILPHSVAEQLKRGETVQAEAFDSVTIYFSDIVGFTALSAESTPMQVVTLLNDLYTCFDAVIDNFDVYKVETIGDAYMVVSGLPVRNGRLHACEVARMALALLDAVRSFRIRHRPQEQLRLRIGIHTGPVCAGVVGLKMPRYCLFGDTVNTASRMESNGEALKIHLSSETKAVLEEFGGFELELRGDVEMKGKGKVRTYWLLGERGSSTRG
DAX1 inh-1: inhibitors of human orphan nuclear receptor DAX1 (NR0B1). HEK293 Gal4-DAX1 luciferase reporter, luminescence. inhibition, % at 6.75 µM. 340,000 compounds, 0.99% hits. AID 504766;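 active means inhibition above the mean over all tested compounds plus 3 SD, cut at about 4.2% in these data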;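 further: 0% = DAX1-transfected cells with DMSO and 100% = empty-vector control cells with DMSO; inhibition shows as a rise in luminescence from relieved DAX1 repression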
NPR2 activator: GC-B (human) receptor activation; activation, % at 10 µM; 370,000 compounds, 0.11% hits; HEK293-GC-B cells, CNP EC30, cGMP TR-FRET; 0% at EC30 CNP, 100% saturating CNP;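 active means activation at 10 µM reaching about 35% in either raw or pattern-adjusted values, limit read from the data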
DAX1 inh-2: blocks DAX1 repression of SF-1 activated StAR promoter | HEK293T StAR-luciferase reporter, SF-1/DAX-1 repression relief | inhibition, % at 6.8 µM | 370,000 compounds, 1.1% hits | AID 652010;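 active means inhibition above the mean over all tested compounds plus 3 SD, cut at about 3.6% in these data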;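 further: 0% = DAX-1 cells with DMSO and 100% = cells lacking DAX-1 with DMSO; higher inhibition means more luminescence from relief of DAX-1 repression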
hgDAF12 agonist: agonists of H. glycines DAF-12 nuclear receptor | HEK293 GAL4-hgDAF12 UAS-luciferase reporter, agonist luminescence; normalized to butyrate control | activation, % at 6.8 µM | 370,000 compounds, 1.8% hits;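 active means activation above a cutoff set at the mean of all screened compounds plus 3 SD, cut at about 10% in these data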;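 further: 0% = DMSO wells and 100% = sodium butyrate wells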
SMARCA2 activ: increases SMARCA2 function in MMTV reporter cells; activation, % at 9.1 µM; AID 652017; 370,000 compounds, 1% hits; MG213 cells, MMTV-luciferase reporter, dexamethasone, overnight; in the data active means activation above about 7.8%;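 further: 0% = vehicle wells and 100% = reference activator wells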
KLK7 zymogen act: activators of human kallikrein-7 zymogen | P49862 | purified proKLK7, EDANS-DABCYL substrate fluorescence; 100% is mature enzyme control, 0% vehicle | activation, % at 7 µM | 370,000 compounds, 0.9% hits | AID 652039;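 active means activation above the mean of all tested compounds plus 3 SD, computed per campaign excluding outliers beyond control limits, cut at about 13% in these data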
GAA850 FXN act: increases GAA850 frataxin promoter reporter activity | HEK293 lucGAA850 FXN promoter luciferase reporter, 24 h; percent of 10 µM SAHA response | activation, % at 6 µM | 360,000 compounds, 0.56% hits | AID 540364;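 active means activation above the average of all compounds screened plus 3 SD, cutoff fixed separately per campaign, cut at about 7.5% in these data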;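 further: 0% = DMSO wells and 100% = 10 µM SAHA wells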
HGIII-sPLA2 inh: Blocks human group III sPLA2 activity | Q9NZ20 | QFRET BODIPY PC-A2 liposome hydrolysis, fluorescence | inhibition, % at 12.2 µM | 370,000 compounds, 0.56% hits | AID 743126;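 active means inhibition above mean plus 3 SD of compounds lying within the high and low control bounds, cut at about 19% in these data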;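 further: 0% = median of test compound wells and 100% = no enzyme DMSO wells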
* = called active by the depositor; / = not tested or not shown.

SMILES	hcDAF12 agonist	ssDAF-12 act	GC-A act	DAX1 inh-1	NPR2 activator	DAX1 inh-2	hgDAF12 agonist	SMARCA2 activ	KLK7 zymogen act	GAA850 FXN act	HGIII-sPLA2 inh
O=C(CSc1ccc(-c2ccccn2)nn1)c1ccc([N+](=O)[O-])cc1	-0.7	-0.9	-4	-1.7	0	-0.3	2.0	2	-0.7	2.6	-10
C[N+]1(CCN2C(=O)C3CC=C(Cl)CC3C2=O)CCOCC1 (stereo not given)	1.3	-0.9	2	0.6	-8	-0.7	-2.9	0	0.4	0.4	2
O=C1NC(c2ccc3ccccc3c2)Nc2ccccc21 (stereo not given)	3.4	0.1	-3	3.1	-7	1.9	14*	2	12	-2.4	7
CCN(Cc1ccc(OC)c(F)c1)C(=O)c1cc2ccccc2o1	0.8	-1.6	-1	0.2	-1	-0.2	-0.5	-1	-0.6	8.5*	-11
CCOc1ccc(-c2csc(NC(=O)c3cccc(N4C(=O)CCC4=O)c3)n2)cc1	-0.1	-1.4	-3	-0.7	0	-0.3	-0.6	1	0.7	2.0	2
O=C(N/N=C/c1ccncc1)c1ccc(COc2cccc3cccnc23)cc1	-1.8	-1.7	4	0.0	7	-1.1	-5.9	0	1.6	1.3	-4
CCC(C)(C)C1CCC2(CC1)NC(=O)N(CC(=O)NCCOc1ccccc1)C2=O (stereo not given)	1.7	-1.1	-2	-0.6	0	-0.7	-1.6	-3	0.1	-2.6	5
CCS(=O)(=O)NCc1csc(C)n1	-0.6	-1.4	1	1.1	3	-0.3	-2.2	-1	-0.6	-0.9	5
COC(=O)CCCC(=O)NCC1(N(C)Cc2ccccc2)Cc2ccccc2C1	0.3	-1.0	-3	-1.0	0	0.2	-0.8	-1	0.5	-0.3	-4
O=C(c1ccc(F)cc1)N1CCN(C2CCC(c3ccccc3)CC2)CC1 (stereo not given)	-0.8	-0.8	2	-0.4	7	-0.5	-0.6	1	-0.1	0.6	4
CCCC(=O)Nc1ccccc1NC(=O)c1ccc(OC)cc1	-1.0	-1.2	0	-1.8	5	0.0	-0.8	0	-0.9	-0.8	-1
CCN(C(=O)COc1ncnc2ccccc12)C1CCCCC1	-0.7	-1.2	4	-0.4	2	-1.1	-2.2	-4	-0.3	0.3	19
O=S(=O)(NC1CC1)c1ccccc1	-0.3	-0.2	2	1.8	1	0.0	1.5	-2	0.9	1.9	3
CCC(C(=O)O)N1C(=O)/C(=C/c2cccn2C)SC1=S (stereo not given)	-0.1	-1.0	1	-1.0	1	0.5	-0.1	-2	0.2	1.5	-25
O=C(COc1ccc(Br)cc1)Nc1ccc2oc(=O)ccc2c1	-0.3	-0.1	0	1.1	-9	-1.5	-0.8	-2	0.2	-0.5	-1
N#C/C(=C\c1ccc(C(=O)O)cc1)S(=O)(=O)c1cc(Br)ccc1Br	-0.8	-0.7	3	0.3	2	0.9	-1.9	0	0.5	1.2	-12
CCNC(=S)NS(=O)(=O)c1ccc(C)cc1	-1.3	-1.5	-2	1.6	-3	0.3	-2.3	0	-0.4	1.4	-1
CC1CCOC(c2coc3ccccc3c2=O)O1 (stereo not given)	1.5	-1.4	1	3.3	-3	0.7	8.7	5	1.0	3.2	3
CCCn1nc(NS(=O)(=O)c2ccc(F)cc2)c2cc3ccccc3nc21	1.0	-0.2	-6	0.7	-6	0.0	1.5	-3	-0.2	-1.5	1
CCc1ccccc1NC(=O)CN1CCN(C(=O)CN2C(=O)NC3(CCCCC3C)C2=O)CC1 (stereo not given)	-0.6	-0.6	-1	-1.6	4	0.2	-2.5	4	-0.8	-0.8	-4
Cc1cccc(C)c1NC(=S)NC(=O)CCc1ccccc1	-2.0	-1.7	5	-0.8	1	-0.1	-4.3	0	-0.7	-0.4	0
CC(C)(C)n1ncc2c(=O)n(CC(=O)c3ccccc3)cnc21	1.3	-0.5	-5	2.1	-6	0.2	8.6	4	0.2	-0.6	-12
NC(=O)C1CC(=O)N(CCc2ccc(F)cc2)C1 (stereo not given)	1.0	-1.3	6	1.8	-4	0.4	-0.3	-3	-0.1	0.8	5
O=C(/C=C/c1ccccc1[N+](=O)[O-])Nc1cccnc1	3.4	-0.6	4	1.0	-5	1.4	10	2	-1.0	1.2	4
CCc1ncc(/C=C2\C(=O)Nc3ccccc32)[nH]1	-1.3	-0.6	-3	-1.0	-8	-0.3	1.3	0	0.2	1.9	-1
COc1cccc2c1OC1(C)CC2/C(=C(\C)O)C(=O)N1 (stereo not given)	0.7	-0.5	0	1.5	0	0.2	-1.6	-4	1.1	-1.4	2
O=C1Nc2ccccc2OC1CC(=O)N1CCN(c2cccc(C(F)(F)F)c2)CC1 (stereo not given)	-0.3	-1.5	-4	0.2	-5	-0.1	-1.6	-5	0.4	-0.6	-4
O=C(OCn1nnc2ccccc2c1=O)c1ccc(O)cc1	-0.1	-1.7	-2	1.4	2	-0.1	-0.5	-2	-0.2	0.6	-3
CCC(CC)C(=O)N=C1SC2CS(=O)(=O)CC2N1CCc1ccc(OC)cc1 (stereo not given)	-1.9	-1.6	-8	-0.1	-1	-0.3	0.8	1	-0.2	-0.8	-11
COc1ccc(CCN2C(=O)c3[nH]nc(-c4ccccc4O)c3C2c2cccc(Cl)c2)cc1 (stereo not given)	-1.3	-1.6	-14	-0.6	-10	-1.9	0.7	-1	-0.1	-0.5	-3
O=S(=O)(c1ccc(F)cc1)N1CCN(c2ncnc3c2cnn3-c2ccccc2)CC1	2.0	-1.4	7	0.2	-3	-0.2	0.1	0	-1.0	-0.1	11
c1ccc(-c2cc(-c3nnco3)c3ccccc3n2)nc1	-0.5	-1.9	1	-0.9	-9	-1.3	2.0	-2	0.0	-1.1	-1
COc1ccc(CCNC(=O)c2nnn(CC(=O)Nc3c(C)cc(C)cc3C)c2N)cc1OC	-0.3	-0.9	-1	0.2	5	-0.3	-0.5	-3	0.1	0.2	0
Cc1ccc(NC(=O)NC2CCCN2S(=O)(=O)c2ccc(Cl)cc2)cc1 (stereo not given)	-1.2	-1.8	3	-0.4	3	-0.8	-0.2	-1	-0.1	0.7	-29
CCCC[C@H]1C2CC(OC(=O)Nc3cccc(Cl)c3)C(C2)[C@H]2CCCCN21 (stereo not given in full)	0.2	-1.6	0	/	2	-0.4	2.0	-3	0.6	/	3
Cc1ccc(N2C(=O)CSC2c2cccnc2)c(Cl)c1 (stereo not given)	-0.2	-0.3	-3	2.4	-1	0.4	-0.4	3	-0.3	-1.0	-5
CCOC(=O)C1(C(F)(F)F)N=C(c2cccnc2)OC(N2CCOCC2)=N1 (stereo not given)	-0.7	-1.2	-1	0.6	-5	0.2	0.7	1	-0.3	1.6	-1
COC(=O)C1=CO[C@@H](O[C@@H]2O[C@H](CO)[C@@H](O)[C@H](O)[C@H]2O)C2C1C=C[C@@]2(O)CO (stereo not given in full)	4.1	-0.5	3	0.2	-2	0.9	-0.1	1	0.2	0.2	6
Cc1noc(C)c1COc1ccc(C(=O)OCC(=O)NC23CC4CC(CC(C4)C2)C3)cc1	0.1	-1.6	1	1.6	2	-0.5	-1.3	-3	0.9	4.2	-47
Cc1ccc(N(C(=O)CNC(=O)c2ccco2)C(C(=O)NCC2CCCO2)c2ccccc2)c(C)c1 (stereo not given)	-0.2	-1.1	3	1.0	5	-0.7	-1.1	1	0.1	-2.8	8
CC(=O)N(CCC(Cc1ccccc1)c1ccc2c(c1)OCO2)Cc1ccccc1F (stereo not given)	1.5	-1.2	-2	-0.6	0	-0.7	-0.1	-4	-0.3	0.1	-3
CC(=O)Nc1ccc(C(=O)CN2C(=O)CSC2=O)cc1	-0.7	-1.1	1	1.6	3	0.3	1.2	5	0.0	1.7	-5
O=C1c2ccccc2[C@@H]2C[C@@H](O)[C@H](Nc3ccccc3Cl)CCN12	-1.1	-1.0	-2	-0.5	-6	1.4	1.7	-4	0.4	-0.1	6
Cc1ccc(CSC2=NCCN2S(=O)(=O)c2ccc(F)cc2)cc1	-2.1	-0.9	-3	0.0	-3	-0.1	-3.8	2	0.2	2.9	-8
COCCCN(C(=O)Nc1cccc(Cl)c1)C(C)c1ccccn1 (stereo not given)	-1.1	-1.4	-10	0.4	-7	-0.5	1.4	-3	0.3	-1.9	4

Three compounds drawn at random from the list so far:
SMILES	hcDAF12 agonist	ssDAF-12 act	GC-A act	DAX1 inh-1	NPR2 activator	DAX1 inh-2	hgDAF12 agonist	SMARCA2 activ	KLK7 zymogen act	GAA850 FXN act	HGIII-sPLA2 inh
CC(=O)N(CCC(Cc1ccccc1)c1ccc2c(c1)OCO2)Cc1ccccc1F (stereo not given)	1.5	-1.2	-2	-0.6	0	-0.7	-0.1	-4	-0.3	0.1	-3
O=S(=O)(c1ccc(F)cc1)N1CCN(c2ncnc3c2cnn3-c2ccccc2)CC1	2.0	-1.4	7	0.2	-3	-0.2	0.1	0	-1.0	-0.1	11
Cc1ccc(CSC2=NCCN2S(=O)(=O)c2ccc(F)cc2)cc1	-2.1	-0.9	-3	0.0	-3	-0.1	-3.8	2	0.2	2.9	-8

New compounds follow:
SMILES	hcDAF12 agonist	ssDAF-12 act	GC-A act	DAX1 inh-1	NPR2 activator	DAX1 inh-2	hgDAF12 agonist	SMARCA2 activ	KLK7 zymogen act	GAA850 FXN act	HGIII-sPLA2 inh
CC(C)(C)c1nc2scc(-c3ccc(Br)cc3)c2c(=O)o1	0.3	-1.2	0	2.0	-3	0.2	3.2	0	0.0	-0.1	1
CC(Sc1nnc(-c2ccco2)n1C)C(=O)Nc1nccs1 (stereo not given)	0.8	-1.1	1	-0.9	0	-0.6	-1.4	3	-0.4	0.9	-6
Cc1ccc(C(=O)N2CCCCC2)cc1S(=O)(=O)N1CCCCCC1	-1.6	-1.4	3	-0.3	7	1.2	-0.7	-1	-0.2	2.2	2
Cn1nc(C(C)(C)C)cc1NC(=O)Nc1ccc(Cl)cc1	-0.7	0.1	0	/	-1	0.4	-0.2	-1	0.0	1.3	-1
COc1ccc(NC(=S)Nc2cc(C)[nH]n2)cc1Cl	0.1	-1.3	5	1.6	2	1.3	4.4	2	-0.1	0.8	19
O=[N+]([O-])c1ccc2[nH]cc(S(=O)(=O)N3CCN(c4cccc(Cl)c4)CC3)c2c1	-2.8	-1.3	-34	0.9	-7	-0.3	-1.3	-4	-0.3	1.3	-11
CCOc1ccc(C2=C(C=C(C#N)C#N)C(c3ccccc3)c3ccccc3O2)cc1 (stereo not given)	-1.4	-0.8	0	1.4	4	-0.1	-2.3	-3	0.7	3.0	3
COc1cccc(/C=N/n2c(C3CCCCC3)n[nH]c2=S)c1O	2.3	-0.6	5	1.8	-2	0.2	-0.2	-3	-0.9	0.8	11
O=C(COC(=O)c1cc([N+](=O)[O-])ccc1NCc1ccccc1)NC1CCCCC1	-1.8	-1.4	-4	-0.5	2	-0.2	1.7	-3	-0.3	3.7	9
CCOC(=O)[C@H](Cc1ccccc1)NC(=O)[C@H]1C[C@@]2(N3CCCCC3)c3ccccc3N(C(=O)OC(C)(C)C)[C@H]2N1C(=O)OC(C)(C)C	0.0	-0.9	-3	/	-4	-1.9	1.1	-4	-0.5	/	3
